# CHRM4 agonist: human M4 muscarinic receptor agonists, primary screen, CHO-K1 cells, Fluo-8 calcium fluorescence; activation, % at 3 µM; 360,000 compounds, 0.14% hits; CHO-K1 hM4/Gqi5; vehicle 0%, full acetylcholine response 100%; Muscarinic acetylcholine receptor M4 (Homo sapiens), P08173;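 active means activation above the run mean over all test wells plus 3 SD, cut at about 32% in these data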;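 further: peak over basal fluorescence ratio per well then scaled between controls; 0% = DMSO wells and 100% = acetylcholine at EC100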
# M5 antag: human M5 muscarinic receptor antagonists, primary screen, CHO cells, Fluo-8 calcium fluorescence. Muscarinic acetylcholine receptor M5 (Homo sapiens), P08912. CHO-hM5 cells, ACh EC80. 360,000 compounds, 0.59% hits. AID 624040, 2012. inhibition, % at 3 µM;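 active means inhibition above a per-plate cutoff, the mean of that plate's test compounds plus 3 SD, cut at about 27% in these data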;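 further: 0% = acetylcholine EC80 with DMSO and 100% = DMSO without agonist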
# Target sequence (P08912 whole entry, looked up): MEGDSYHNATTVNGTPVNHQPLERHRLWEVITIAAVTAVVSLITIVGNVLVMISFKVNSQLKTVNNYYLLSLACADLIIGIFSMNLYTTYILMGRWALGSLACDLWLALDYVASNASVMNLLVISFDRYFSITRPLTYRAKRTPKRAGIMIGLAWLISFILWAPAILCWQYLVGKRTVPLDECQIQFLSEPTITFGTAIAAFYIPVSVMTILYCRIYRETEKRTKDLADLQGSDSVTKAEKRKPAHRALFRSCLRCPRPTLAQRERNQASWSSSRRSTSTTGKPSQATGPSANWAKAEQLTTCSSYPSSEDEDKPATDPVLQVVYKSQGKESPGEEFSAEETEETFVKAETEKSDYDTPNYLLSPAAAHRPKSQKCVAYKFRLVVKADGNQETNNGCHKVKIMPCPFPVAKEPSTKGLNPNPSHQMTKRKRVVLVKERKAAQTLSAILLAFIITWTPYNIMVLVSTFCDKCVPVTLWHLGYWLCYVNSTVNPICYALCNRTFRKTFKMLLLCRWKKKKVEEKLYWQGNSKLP
# CHRM4 antagonist: human M4 muscarinic receptor antagonists, primary screen, CHO cells, Fluo-8 calcium fluorescence; Muscarinic acetylcholine receptor M4 (Homo sapiens), P08173; CHO-hM4 cells, ACh EC80; inhibition, % at 3 µM; 360,000 compounds, 0.73% hits; AID 624125, 2012;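 active means inhibition above its plate's cutoff, the mean inhibition of sample wells plus 3 SD, cut at about 27% in these data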;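 further: 0% = acetylcholine EC80 with DMSO and 100% = DMSO without agonist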
# M5 ag: human M5 muscarinic receptor agonists, primary screen, CHO-K1 cells, Fluo-8 calcium fluorescence; 360,000 compounds, 0.19% hits; activation, % at 3 µM; CHO-K1 hM5 cells; 0% DMSO wells, 100% maximal acetylcholine response; Muscarinic acetylcholine receptor M5 (Homo sapiens), P08912;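 active means activation above the run's mean over test compounds plus 3 SD, cut at about 23% in these data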;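 further: signal is peak over basal fluorescence ratio across the kinetic read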
# CHRM5 PAM: human M5 muscarinic receptor positive allosteric modulators, primary screen, CHO-K1 cells, Fluo-8 calcium fluorescence. AID 624038, 2012. CHO-K1 hM5, ACh EC20 PAM; 0% = ACh EC20, 100% = ACh EC100. activation, % at 3 µM. 360,000 compounds, 0.3% hits;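 active means activation above the run cutoff, the mean activation of all test compounds plus 3 SD, cut at about 18% in these data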
#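 Assay system: CHO-K1 hM5 cells. Also added: acetylcholine at EC20 concentration, added after compound. Dosing: 3 µM, single dose. Times: compound preincubation 140 s before EC20 acetylcholine addition. Signal: Fluo-8 calcium fluorescence. Measure: % activation relative to EC20 and EC100 ACh responses. Repeats: singlicate, one well per test compound.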
# CRFR2-BP antag: antagonists of CRF-BP/CRF-R2 complex, primary screen, cell-based, HEK293, calcium dye fluorescence, uHTS. 350,000 compounds, 0.59% hits. inhibition, % at 11.8 µM. CRF-induced calcium fluorescence. AID 588475, 2011;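 active means inhibition of the ligand-induced calcium signal above about 50% at the single tested concentration, limit read from the data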
# M1 PAM: human M1 muscarinic receptor positive allosteric modulators, primary screen, CHO-K1 cells, Fluo-8 calcium fluorescence, 1536-well. CHO-K1 hM1, ACh EC20; 0% = ACh EC20, 100% = maximal ACh. activation, % at 3 µM. 360,000 compounds, 0.088% hits. AID 588819, 2011; in the data active means activation above about 19%, passing the limit was not always enough
# Target sequence (P11229 whole entry, looked up): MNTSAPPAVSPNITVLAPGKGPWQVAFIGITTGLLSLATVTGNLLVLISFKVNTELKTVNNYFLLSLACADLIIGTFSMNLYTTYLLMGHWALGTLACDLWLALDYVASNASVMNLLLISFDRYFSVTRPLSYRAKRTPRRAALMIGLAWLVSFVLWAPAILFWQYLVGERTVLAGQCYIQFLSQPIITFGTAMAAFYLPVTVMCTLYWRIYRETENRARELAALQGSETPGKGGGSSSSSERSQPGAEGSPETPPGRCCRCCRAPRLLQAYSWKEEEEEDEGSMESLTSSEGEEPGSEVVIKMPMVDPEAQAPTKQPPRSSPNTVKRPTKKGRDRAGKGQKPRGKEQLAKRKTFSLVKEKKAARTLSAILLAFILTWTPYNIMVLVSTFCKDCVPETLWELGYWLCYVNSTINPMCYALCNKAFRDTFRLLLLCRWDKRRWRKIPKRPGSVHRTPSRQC
# CHRM4 PAM: human M4 muscarinic receptor positive allosteric modulators, primary screen, CHO-K1 cells, Fluo-8 calcium fluorescence | CHO-K1 hM4/Gqi5, ACh EC20; 0% = ACh EC20, 100% = maximal ACh | 360,000 compounds, 0.4% hits | activation, % at 3 µM | Muscarinic acetylcholine receptor M4 (Homo sapiens), P08173;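 active means activation above its plate's cutoff, the mean activation of sample wells plus 3 SD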; further: some results filed as inactive read as strong as hits
# CRFBP-R2 agonist: agonists of CRF-BP/CRF-R2 complex, primary screen, cell-based, HEK293, calcium dye fluorescence, uHTS; CRF-binding protein / CRF receptor 2 complex (human); calcium dye fluorescence (FLIPR); percent of saturating CRF peptide response; activation, % at 13.2 µM; 350,000 compounds, 0.46% hits; AID 588473, 2011;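 active means activation of at least 50%, plus an integration ratio under a set limit after plate pattern correction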;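 further: plate controls were neutral control wells without compound for no effect and CRF at EC100 for full effect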
# Numbers without * were called inactive; . = no result given.
CRFBP-R2 agonist	CHRM5 PAM	CRFR2-BP antag	M5 antag	M1 PAM	CHRM4 antagonist	CHRM4 PAM	M5 ag	CHRM4 agonist	canonical_smiles
-3.6	7	5	1	15	-3	3	6	0	CCOCCc1nnc(NC(=O)CN2C(=O)c3ccccc3C2=O)s1
-1.5	-2	-7	2	5	-10	-9	-4	6	O=C(NNC(=O)c1cc(-c2ccccc2Cl)nc2ccccc12)c1csc(N2CCOCC2)n1
1.5	0	38	1	5	-3	2	-2	1	CC1CCN(C(=O)Cn2nnc(-c3ccc(N)cc3)n2)CC1
-3.3	-21	-3	8	-5	3	1	-13	2	CCn1cnc2cc(NCc3nc4ccccc4n3Cc3ccccc3)ccc21
-0.6	-2	-11	7	16	9	-3	3	-2	Cc1cc2c(cc1C)CSC(c1ccc(O)cc1)SC2
-1.1	-2	3	-2	2	-7	-1	0	1	CCOC(=O)C(NC(C)=O)C(=O)Nc1c(C)cccc1C (stereo unspecified)
-0.2	2	13	1	2	-1	-2	-1	1	CS(=O)(=O)N(CC(=O)N1CCCC1)Cc1ccc(Cl)c(Cl)c1
-0.6	-4	-5	9	9	-1	3	-3	3	CC(C)[C@H](NC(=O)[C@@H]1CSC2c3ccccc3C(=O)N21)C(=O)NCc1ccco1 (stereo partly specified)
0.5	-5	4	-4	6	-4	-3	-6	2	CC(=O)Nc1ccc(S(=O)(=O)N2CCN(S(=O)(=O)N3CCCCC3)CC2)cc1
-0.5	-7	-11	7	-3	-1	-10	1	14	O=C1/C(=C/c2cccc(Cl)c2)SC(=S)N1CCC(=O)N1CCCCC1CCO (stereo unspecified)
-0.3	-4	-7	5	-26	-5	-1	-10	3	Cc1c(S(=O)(=O)Nc2ccc3c(c2)OCCO3)cnn1C
3.4	-3	6	20	-3	5	3	1	2	COC(=O)C1=C[C@@H](C(=O)OC)C2C3=C(C(=O)C24CCCCC4)[C@H](C)n2c(=O)n(-c4ccccc4)c(=O)n2[C@@H]3C1 (stereo partly specified)
-0.3	-5	0	12	12	1	5	1	1	CC1(C)NC(=O)N(CC(O)Cn2c3ccccc3c3ccccc32)C1=O (stereo unspecified)
-0.7	-7	-2	15	-3	4	-8	-1	8	O=C(N/N=C/c1ccco1)c1cc(C2CC2)[nH]n1
-0.9	-6	2	-2	10	-12	4	0	0	Cc1ccc2c(c1)C1(OCCCO1)C(=O)N2CC#N
-2.8	-5	9	10	-3	4	-12	-11	12	CC(=O)C1=C(O)CC(C)(C)CC1=NCc1nc2ccccc2[nH]1
3.6	-2	25	-1	8	-17	9	-1	2	O=C(NCCc1ccccc1)Nc1ccc2c(c1)OCO2
-1.6	3	23	-5	-4	-2	0	-4	1	CCn1c(C)[n+](CC(O)COCC2CC=CCC2)c2ccccc21 (stereo unspecified)
6.0	3	-38	-1	8	-4	0	-1	2	CCOC(=O)c1oc2ccc(Br)cc2c1CSc1nnc(C)s1
3.2	-1	10	1	5	-25	13	0	1	Cc1[nH]c(=O)[nH]c1C(=O)CCCCC(=O)O
0.2	-4	-37	4	4	-4	-7	0	1	Cc1ccc(C(=O)NC(=S)Nc2ccc(N3CCOCC3)cc2)cc1
-1.1	-6	10	7	5	7	-5	-1	0	Cc1ccc(NC2=C(Cl)C(=O)OC2NC(=O)c2ccccc2)cc1 (stereo unspecified)
9.3	-5	8	3	6	-19	6	-3	2	N#Cc1cccc(N=Cc2c(O)ccc3ccccc23)c1
-1.5	7	-1	-1	9	4	-4	-2	0	CC1Cc2c([nH]c3ccccc23)C(=O)N1 (stereo unspecified)
-2.8	5	-25	-10	9	-8	-2	3	1	COc1ccccc1/C(C)=N/NC(=O)c1nnn(-c2nonc2N)c1C(C)C
-1.7	-1	-21	-4	6	8	9	-4	1	N#Cc1c2n(c3c(=O)n(Cc4ccccc4Cl)cnc13)CCCC2
3.2	-4	-2	-1	-20	20	-15	-5	3	CCOc1ccc(S(=O)(=O)Nc2ccc(C(=O)NCC(c3ccco3)N(C)C)cc2)cc1 (stereo unspecified)
-0.4	3	8	2	-1	-7	17	8	2	O=C(Cc1cccc([N+](=O)[O-])c1)Nc1cccc(C(=O)N2CCCC2)c1
0.6	0	30	-7	8	3	-6	-12	-1	CCOC(=O)C1=C(C)N(C)C(=S)NC1c1cccc(Cl)c1Cl (stereo unspecified)
-0.8	-9	3	3	5	16	2	-1	0	Cc1ccc2nc(S(=O)(=O)O)[nH]c2c1

# Ordered by molecular weight (descending): part of the list above.
CRFBP-R2 agonist	CHRM5 PAM	CRFR2-BP antag	M5 antag	M1 PAM	CHRM4 antagonist	CHRM4 PAM	M5 ag	CHRM4 agonist	canonical_smiles
-0.4	3	8	2	-1	-7	17	8	2	O=C(Cc1cccc([N+](=O)[O-])c1)Nc1cccc(C(=O)N2CCCC2)c1
-1.6	3	23	-5	-4	-2	0	-4	1	CCn1c(C)[n+](CC(O)COCC2CC=CCC2)c2ccccc21 (stereo unspecified)
-0.6	-2	-11	7	16	9	-3	3	-2	Cc1cc2c(cc1C)CSC(c1ccc(O)cc1)SC2

# Following part
CRFBP-R2 agonist	CHRM5 PAM	CRFR2-BP antag	M5 antag	M1 PAM	CHRM4 antagonist	CHRM4 PAM	M5 ag	CHRM4 agonist	canonical_smiles
-4.4	-6	70*	12	8	-6	7	-2	-1	COc1ccc2[nH]c3c(c2c1)CCN1C(=O)C(CC(=O)NCCc2ccccn2)C[C@H](C(=O)N(C(C)C)C(C)C)[C@@]31C (stereo partly specified)
-0.6	-7	1	7	-3	-15	-2	-5	3	Cc1ccc(C)c(NC(=O)C2CCN(S(=O)(=O)c3ccc4c(c3)NC(=O)CO4)CC2)c1
6.1	-12	5	17	-12	8	-13	5	18	COc1cc(NC(=O)c2cc3ccccc3cc2O)c(OC)cc1Cl
0.3	1	-26	3	2	-5	-4	3	2	O=C(Nc1ccccc1N1CCOCC1)c1ccc2ccccc2n1
-2.2	-1	3	-5	4	-3	0	-1	1	O=C(c1ccccc1)c1c[nH]c(C(=O)C(Cl)(Cl)Cl)c1
0.9	0	-11	-7	8	0	10	-3	0	CC(=O)Nc1cccc(NC(=O)c2sc3ncn(CC(=O)N4CCCCC4)c(=O)c3c2C)c1
1.4	-8	-42	-1	5	-5	7	-1	1	O=C(c1ccc2ncsc2c1)N1CCN(c2ccc(O)cc2)CC1
-0.3	8	0	5	3	10	0	-6	0	Cc1c(C(=O)N2CCC2)oc2ccc(Cl)cc12
.	2	.	4	-6	-8	1	0	0	CN1CCN(c2cc(CNC[C@H]3O[C@@H](n4cnc5c(=O)[nH]c(N)nc54)[C@H](O)[C@@H]3O)ccc2F)CC1
0.2	-3	-5	0	7	-2	2	-3	-1	O=C(CSc1cccc(C(F)(F)F)c1)NC(=O)NCc1ccco1
0.0	-9	-3	-5	-2	-12	-4	0	8	COc1ccccc1CNC(=O)COC(=O)c1cc([N+](=O)[O-])ccc1N1CCOCC1
-2.5	-2	-4	-1	-1	-2	-3	-1	2	Cc1cc2oc(C(=O)N(Cc3ccco3)C3CCS(=O)(=O)C3)cc(=O)c2cc1Cl (stereo unspecified)
-0.2	6	3	-2	-36	4	-9	-8	1	COc1ccc(CN2CCCC(C(=O)c3cccc(C(F)(F)F)c3)C2)cc1O (stereo unspecified)
-0.5	-3	-8	20	-4	2	-12	-7	11	Cc1nc(N)nc(N)c1/C=C/C(C)(C)c1ccc(Cl)cc1
-0.1	4	8	6	2	-4	0	-7	0	O=C(/C=C/c1ccco1)OCC(=O)c1ccc(OC(F)F)cc1
.	-9	.	19	0	-3	-5	4	15	Cc1nc2ccc(C(=O)NCCc3c[nH]c4ccccc34)cn2c1N(C)C(=O)CCc1ccccc1
0.4	10	3	2	6	5	7	0	0	Cc1ccc(N(Cc2cc3ccccc3[nH]c2=O)C(=O)c2cccs2)cc1C
-0.3	0	11	-3	3	1	-6	1	0	CCN(C[C@H]1N[C@@](CC)(C(=O)OC)[C@H]2C(=O)N(Cc3ccccc3)C(=O)[C@@H]12)C(C)=O
-1.2	6	-19	-12	8	1	1	-4	0	COC(=O)c1ccc(N/C=C\C(=O)c2ccc3c(c2)OCO3)cc1
-0.7	1	2	3	6	-4	6	0	0	O=C(Nc1ncn[nH]1)c1cccc(F)c1
0.9	-5	4	21	4	5	-5	-1	2	CN(C)S(=O)(=O)N1CCN(C(=O)c2ccc3c(c2)OCO3)CC1
2.4	4	-30	-16	11	6	8	1	2	CCOc1ccc(NCc2cc3c(C(C)(C)C)nn(-c4ccccc4)c3[nH]c2=O)cc1
-2.6	5	10	-8	3	2	1	-2	1	COc1ccc(/C=C2\SC(=O)N=C2N)cc1
-1.1	-2	24	-1	4	-8	-2	3	1	COc1ccc(C(=O)N2CCN(Cc3cc(OC)c(O)c(OC)c3)CC2)cc1OC
-1.0	-8	-9	9	-10	-1	-5	-1	2	CN(C)CCNCc1ccc(OC2CCCC2)cc1
-2.6	-6	-5	20	2	2	-2	-5	0	O=C(Cn1cnc(S(=O)(=O)N2CCOCC2)c1)Nc1ccc(OC(F)(F)F)cc1
2.8	5	-4	-6	5	-18	9	-2	1	Cc1cc(=O)oc2cc(O[C@@H]3O[C@H](CO)[C@@H](O)[C@H](O)[C@H]3O)ccc12
2.1	1	0	0	8	16	-2	3	-2	Cc1ccc(C(=O)/C=C/c2ccc(-c3ccccc3[N+](=O)[O-])o2)cc1
-0.6	-5	-7	1	9	-1	0	0	0	CC(C)C(=O)N1CCC(Cc2ccccc2)CC1
-0.5	-7	-11	6	-3	4	-3	-1	0	Cc1ccccc1NC(C)C(=O)N/N=C/c1ccccc1OCc1cccc(Br)c1 (stereo unspecified)
102*	-10	-97	19	-19	24	-12	60*	19	O=C1/C(=C\c2c(NCCOCCO)nc3ccccn3c2=O)SC(=S)N1Cc1ccco1
0.9	3	3	-1	4	3	-3	1	-1	FC(F)(F)c1nc2nc(Cl)c(Cl)nc2[nH]1
7.5	3	-8	3	15	3	-3	-2	1	CCOc1cc(/C=C2/C(=O)ON=C2C)cc(Br)c1O
-4.6	9	6	3	7	-11	1	-2	0	CCCNC(=O)C(Cc1ccccc1)NC(=O)c1ccc(C(F)(F)F)cc1 (stereo unspecified)
-0.8	1	17	-4	8	4	6	1	1	O=C(NC(=S)Nc1ccc2c(c1)OCO2)c1ccccc1
-0.9	-14	-9	7	-11	12	-19	3	11	O=C(COC(=O)c1cccc(NC(=O)c2ccco2)c1)c1ccc(Br)cc1
-1.5	-2	2	0	4	3	-3	-1	1	COc1ccc(-n2c(SCC#N)nc3ccccc3c2=O)cc1
-5.2	5	12	-3	0	-9	4	3	4	O=C(NC1CCN(C(=S)NCc2ccco2)CC1)NC12CC3CC(CC(C3)C1)C2
